# Bioassay records (PubChem BioAssay)
# MEKK2mut PB1 HTS: signal of MEK5 binding to mutant human MEKK2 PB1 domain; bead flow cytometry, Alexa488-MEK5 binding to MEKK2 mutant; percent response, % at 10 µM; actives 0.35% (n = 290,000); AID 1530; in the data active means percent response above about 24%, passing the limit was not always enough; further: inactives centre near 1; some results filed as inactive read as strong as hits
# UBC9 SUMO inh: blocks human SUMOylation mediated by UBC9; P63279; HTRF SUMOylation assay, SAE1/SAE2 + UBC9, in vitro; inhibition, % at 35 µM; actives 0.36% (n = 290,000); AID 2006; in the data active means inhibition above about 50%, passing the limit was not always enough; further: strong numbers were not always called active
# Target sequence (P63279 whole entry, looked up): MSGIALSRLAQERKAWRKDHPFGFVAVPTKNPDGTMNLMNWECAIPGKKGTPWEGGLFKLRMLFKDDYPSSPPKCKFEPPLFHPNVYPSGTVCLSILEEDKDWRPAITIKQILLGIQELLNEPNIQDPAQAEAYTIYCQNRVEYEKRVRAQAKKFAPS
# GalR3 antagonist: blocks the human galanin receptor 3; O60755; HEK293 GalR3-CNG cAMP membrane potential fluorescence; galR3 body fused to GalR1 C-terminus; inhibition, % at 3 µM; actives 0.44% (n = 360,000); AID 651719;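 active means inhibition above the screen-wide average plus 3 SD, cut at about 13% in these data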;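 further: forskolin and galanin both at EC90 stimulate the cells; cAMP rise reported by CNG channel membrane potential dye signal; 0% = forskolin plus galanin with DMSO and 100% = forskolin alone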
# Target sequence (O60755 1-299 limits assumed): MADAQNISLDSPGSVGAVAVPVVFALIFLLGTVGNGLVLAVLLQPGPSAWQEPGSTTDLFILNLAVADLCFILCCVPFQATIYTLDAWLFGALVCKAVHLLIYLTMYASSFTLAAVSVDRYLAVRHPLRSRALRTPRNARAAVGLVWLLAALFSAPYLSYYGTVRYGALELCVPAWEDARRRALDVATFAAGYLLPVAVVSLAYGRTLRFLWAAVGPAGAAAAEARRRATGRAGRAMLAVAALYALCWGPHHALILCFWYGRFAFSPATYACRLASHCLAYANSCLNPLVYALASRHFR
# MEKK3 PB1 HTS: raises or lowers MEK5 binding to the human MEKK3 PB1 domain | Q99759 | bead-based flow cytometry, Alexa488-MEK5 binding to MEKK3; actives lie on both sides; 0 = blocked by unlabeled MEK5, 100 = vehicle | binding response (% of control), % at 10 µM | actives 1.4% (n = 290,000) | AID 1529;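 active means binding response more than 3 SD above or below the average of its plate-row segment, actives on both sides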;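 further: Alexa488 bead fluorescence after subtracting the streptavidin-only scavenger bead signal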
# Target sequence (Q99759 whole entry, looked up, the tested form may be a part): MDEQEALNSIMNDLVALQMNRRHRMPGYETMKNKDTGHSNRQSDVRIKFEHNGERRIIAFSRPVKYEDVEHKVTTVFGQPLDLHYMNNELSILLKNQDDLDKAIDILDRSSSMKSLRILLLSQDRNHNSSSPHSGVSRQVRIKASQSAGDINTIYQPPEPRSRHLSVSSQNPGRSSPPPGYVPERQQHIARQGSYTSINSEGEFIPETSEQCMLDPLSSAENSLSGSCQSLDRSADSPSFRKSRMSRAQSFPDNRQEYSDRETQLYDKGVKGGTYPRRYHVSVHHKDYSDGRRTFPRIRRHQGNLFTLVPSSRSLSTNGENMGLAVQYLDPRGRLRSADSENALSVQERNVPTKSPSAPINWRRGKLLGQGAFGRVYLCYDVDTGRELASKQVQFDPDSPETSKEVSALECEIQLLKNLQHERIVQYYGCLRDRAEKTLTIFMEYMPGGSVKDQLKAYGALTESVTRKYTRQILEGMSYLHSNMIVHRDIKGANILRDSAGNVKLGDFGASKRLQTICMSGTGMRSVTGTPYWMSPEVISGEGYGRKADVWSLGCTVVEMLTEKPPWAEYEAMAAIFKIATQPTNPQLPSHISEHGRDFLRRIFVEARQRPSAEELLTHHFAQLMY
# CRFR2-BP ag: agonists of human CRF-binding protein/CRF-R2 receptor complex; HEK293 CRF-R2/CRF-BP, calcium dye fluorescence (FLIPR); percent of saturating CRF peptide response; activation, % at 13.2 µM; actives 0.46% (n = 350,000); AID 588473;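 active means activation of at least 50%, plus an integration ratio under a set limit after plate pattern correction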;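 further: plate controls were neutral control wells without compound for no effect and CRF at EC100 for full effect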
# FID counter: displaces DNA intercalator in HCV helicase counter-screen; DNA fluorescent intercalator displacement, fluorescence; inhibition, % at 7.9 µM; actives 0.17% (n = 290,000); in the data active means inhibition above about 37%;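 further: 0% = vehicle and 100% = reference compound; higher means more ethidium bromide displaced from hairpin DNA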
# HCV NS3 hel inh: HCV NS3 helicase inhibition; actives 0.56% (n = 290,000); NS3 helicase DNA unwinding, Cy5 molecular beacon fluorescence; AID 1800; inhibition, % at 10.9 µM;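 active means inhibition above the mean of all tested compounds plus 3 SD, set per campaign, cut at about 35% in these data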;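 further: 0% = DMSO wells and 100% = thioflavine S control wells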
#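 assay system = NS3 helicase fragment of HCV | buffer or medium = MOPS pH 6.5, MgCl2, DTT, Tween20, BSA | timing = 60 min unwinding reaction at 25 °C after ATP addition | signal = Cy5 beacon fluorescence read at start and 1 h | read-out basis = % inhibition of unwinding | control set = low DMSO, high thioflavine S at 110 µM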
# CRFR2-BP antag: antagonists of CRF-binding protein/CRF-R2 receptor complex; HEK293 CRF-R2/CRF-BP, CRF-induced calcium fluorescence; inhibition, % at 11.8 µM; actives 0.59% (n = 350,000); AID 588475;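 active means inhibition of the ligand-induced calcium signal above about 50% at the single tested concentration, limit read from the data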
# MEKK2 WT-MEK5: raises or lowers MEK5 binding to wildtype human MEKK2 PB1 domain. bead flow cytometry, Alexa488-MEK5 binding to MEKK2 WT; actives lie on both sides. binding response (% of control), % at 10 µM. actives 1.1% (n = 290,000); in the data active means binding response below about 67% or above about 130%
# * hit, by the source's call; · = not tested or not shown; & = joins results of further samples; ! = repeats disagree; [ ] = dose if it differs, or a comment. Some of the compounds tested; the hit share may differ from the screen's.
smiles	MEKK2mut PB1 HTS	UBC9 SUMO inh	GalR3 antagonist	MEKK3 PB1 HTS	CRFR2-BP ag	FID counter	HCV NS3 hel inh	CRFR2-BP antag	MEKK2 WT-MEK5
Cc1ccc(C(=O)N2CCN(S(=O)(=O)N3CCCCC3)CC2)cc1	3	-10	1	101	0.2	-28	-1	-2	104
O=C1OC(c2ccccc2)/C(=C(/O)c2ccc(Cl)cc2)C1=O (stereo not drawn)	-4	4	4	99	-0.4	7	14	3	102
COc1ccc2c(CC(=O)OCC(=O)c3ccccc3OC)coc2c1	14	-14	-2	115	-1.1	-9	-3	32	112
Oc1ccc(C(c2nnnn2C2CCCC2)N2CCc3ccccc3C2)cc1 (stereo not drawn)	14	0	-1	111	-2.9	-1	-11	15	112
CNS(=O)(=O)c1cnccc1N1CCN(C)CC1	-3	17	-2	98	-2.6	-6	14	11	95
O=C(O)CCNc1nc(C(F)(F)F)nc2ccccc12	-3	19	-3	98	-2.4	1	-3	12	95
O=C(Nc1ccc(-c2n[nH]c(=S)o2)cc1)c1ccccc1Cl	13	-15	-12	104	-0.5	-4	7	17	108
CCOC(=O)CN(c1ccccc1C)S(=O)(=O)c1ccc(Cl)cc1	-2	-10	-5	101	-0.9	-42	10	8	103
COc1cccc(-c2cc(C(=O)Nc3c(C)nn(Cc4ccccc4)c3C)no2)c1	4	9	·	101	-2.9	-29	-21	16	99
COc1cc(C#N)ccc1OCC(=O)Nc1cccc(S(=O)(=O)N2CCCC2)c1	2	-16	-1	101	-1.1	-22	3	14	100
Cc1ccc(NCc2ccccc2F)cc1	0	8	4	99	8.4	-2	-13	-23	100
COc1cccc(C(=O)C2CCCN(C(=O)c3ccccc3Cl)C2)c1 (stereo not drawn)	0	7	-1	97	-2.5	-38	3	-13	101
COc1cccc(Cn2cnc3c(NS(=O)(=O)c4ccc(Cl)cc4)c(C)c(C)cc32)c1	-3	-9	5	83	1.0	-5	-3	7	83
CCOc1ccc(S(=O)(=O)N(CC)CC(=O)N2CCCC2)cc1	11	-10	-10	111	-0.1	-13	-1	9	114
COc1ccc(/C=C/c2ccncc2)cc1	-3	17	-7	99	0.2	-3	2	0	97
Cc1ccc(NC(=O)c2ccc(OCc3c(C)noc3C)cc2)cc1	-10	11	-7	93	·	-13	4	·	95
Cc1onc(-c2ccc(Cl)cc2Cl)c1-c1csc(COc2ccccc2)n1	-13	-14	-2	96	21	-2	-5	-2	96
Cc1cc(N2CCOCC2)n2nc(C(F)(F)F)c(-c3ccccc3)c2n1	0	4	-4	99	0.9	-4	-1	-18	100
Cc1ccc(S(=O)(=O)c2c(COC(=O)c3ccc(Cl)cc3)c(-c3ccccc3)nn2C)cc1	0	-12	-5	107	2.9	1	-5	2	103
CCCOc1ccc(N2C(=O)C3C4C=CC(CC4)C3C2=O)cc1 (stereo not drawn)	1	16	-11	100	0.2	-24	8	7	103
O=C([C@@H]1CC=C[C@@H]2CCN(C3CCCCC3)C(=O)[C@@H]21)N1CCN(c2ccccc2)CC1	3	·	0	102	0.5	·	·	7	104
CCCCCn1nc(C(=O)OCC(=O)c2c(N)n(C)c(=O)n(C)c2=O)c2ccccc2c1=O	-14	-12	2	95	-1.7	-14	-2	-2	78
CC(=O)Nc1ccc(S(=O)(=O)NNC(=O)c2ccc3c(c2)OCO3)cc1	4	-1	-2	104	-0.9	1	14	24	106
COc1ccc(C2(CNC(=O)Cc3ccc(OC)c(OC)c3)CCCC2)cc1	-6	0	-5	97	-0.1	-34	-8	3	97
Cc1ccc(NC(=S)N(Cc2ccco2)C(C)c2cccs2)cc1 (stereo not drawn)	0	-8	-3	104	0.6	-3	-7	-1	103
CC1(c2ccccc2)NC(=O)N(CC(=O)NNC(=O)c2ccccc2)C1=O (stereo not drawn)	7	4	0	100	-2.8	-3	11	1	107
C=C(C)COc1ccc(-c2n[nH]c(C)c2-c2ccccc2OC)c(O)c1	2	-10	2	105	0.7	-18	-20	-1	97
Cc1ccccc1C(=O)Nc1ccccc1-c1nnn(CC(=O)Nc2ccc3c(c2)OCCO3)n1	-1	-11	-4	104	3.2	5	9	3	110
FC(F)(F)c1nc2ccccc2n2c(-c3ccc(Cl)cc3)nnc12	4	2	-1	101	-2.4	-1	7	5	104
CCN(CC)S(=O)(=O)c1cccc(C(=O)OC2CCOC2=O)c1 (stereo not drawn)	2	-3	-8	106	0.1	-14	6	0	108
Cc1cccnc1NC(=S)NC(=O)/C=C/c1ccccc1	-4	-3	-5	99	-0.3	-4	-12	4	100
CCOc1ccc(S(=O)(=O)c2c(C(=O)c3ccccc3)cnc3cc4c(cc23)OCCO4)cc1	3	1	-2	100	12	-6	-16	-18	99
O=C(NCCCn1ccnc1)C1c2ccccc2Oc2ccccc21	-6	0	-2	92	0.6	4	1	2	96
CCOC(=O)CC(NS(=O)(=O)c1ccc(OC)c(OC)c1)c1cccc([N+](=O)[O-])c1 (stereo not drawn)	-2	12	-5	98	-0.2	-4	-9	-5	100
CCCCOC(=O)c1ccc(O)cc1	4	-19	-6	114	0.1	-1	0	4	104
Cc1nc2c(-c3ccccc3)cnn2c(N2CCOCC2)c1C	7	6	-9	103	-1.4	-28	-9	-7	104
Cc1cc(C)n(/N=C/c2cccc(O)c2)c(=O)c1C(N)=O	-6	3	-2	92	-1.0	3	4	13	94
O=C(Nc1ccccc1Cl)c1cc(=O)c2ccccc2o1	1	5	-10	96	0.0	-10	9	-2	102
COc1ccc(N2CCN(C(=O)c3ccc(OCC4CCCO4)cc3)CC2)cc1 (stereo not drawn)	4	-20	0	101	-1.5	-20	6	-24	101
CCN(C(=O)COC(=O)c1c(NC(C)=O)sc(C)c1C)C1CCS(=O)(=O)C1 (stereo not drawn)	0	4	0	104	-2.0	-16	1	9	101
CC(C)NCCCCOc1ccccc1-c1ccccc1	1	10	·	100	·	8	-24	·	107
O=C(CCC(=O)c1cccs1)NC(c1ccccc1)c1ccccc1	1	-7	-5	99	-1.1	-8	-1	10	96
O=C(NC1CCCCCC1)C1CCC(CNS(=O)(=O)c2ccc(Br)s2)CC1 (stereo not drawn)	1	4	-6	100	-1.3	-4	4	-7	103
O=C(Cc1coc2cc3c(cc12)CCC3)OCc1cc(=O)n2c(n1)sc1ccccc12	0	-6	-1	106	2.7	-2	13	3	101
Cc1ccc(NC(=O)CCC(=O)NNC(=O)c2ccccc2)c(C)c1	-3	1	-4	84	-1.5	-1	4	10	90
Cc1ccccc1Nc1nc(N)nc(CSCc2c(C)noc2C)n1	2	20	-4	102	-3.1	-3	1	5	102
CC1(C)C(=O)Nc2ccccc2N1C(=O)COc1ncnc2c(Cl)cc(Cl)cc12	7	26	-4	100	0.7	-16	4	-26	105
COc1ccc(-c2noc(CSc3nc4ccccc4c(=O)n3-c3ccc(C)cc3)n2)cc1	3	-6	0	107	9.6	-3	2	13	108
COc1ccccc1C/C(N)=N/OC(=O)c1cccc([N+](=O)[O-])c1C	2	-33	-2	108	-3.1	0	-10	10	108
O=C(Cn1ccccc1=O)NCc1ccc(F)cc1	1	-9	-6	101	1.7	-1	10	-3	105

# New compounds follow:
smiles	MEKK2mut PB1 HTS	UBC9 SUMO inh	GalR3 antagonist	MEKK3 PB1 HTS	CRFR2-BP ag	FID counter	HCV NS3 hel inh	CRFR2-BP antag	MEKK2 WT-MEK5
O=C(N/N=C/c1cc2c(cc1Br)OCO2)c1c[nH]c2ccccc12	2	12	-5	102	-2.0	-13	-2	-1	98
CC(=O)Nc1ccc(NC(=O)CCCN2C(=O)c3ccccc3C2=O)cc1	1	-8	-3	100	-3.3	-1	-5	4	100
Cc1ccccc1Oc1ncnc2sccc12	-5	-14	-6	97	-0.7	-2	9	19	92
CC(=O)c1ccc(C(=O)N(CCN(C)C)c2nc3c(Cl)cccc3s2)cc1	17	7	-4	107	2.8	6	14	-35	127
C/C(CC(=O)Nc1c(C)cc(C)cc1C)=N\NC(=O)OC(C)(C)C	-3	-2	0	87	-1.6	-22	16	-6	88
CCOCCOC(=O)C1=C(C)NC2=C(C(=O)CC(c3cccs3)C2)C1c1ccsc1 (stereo not drawn)	3	10	-5	108	-2.4	-20	6	3	104
O=C1NC(SCCCF)=N/C1=C/c1ccc(-n2cncn2)cc1	1	42	-5	110	-3.4	-4	3	4	111
COc1ccccc1N1CCN(CC(O)COc2cccc3ccccc23)CC1 (stereo not drawn)	1&4&13	-10&-1	-5	75*![inhibitor]	1.4&-1.2	5&11	-59&-42	-15&14	95&113&121
Cc1ccc(Nc2ncnc3sc(C)c(C)c23)cc1	-3	-15	-1	86	-2.6	-8	7	-29	97
CCOC(=O)c1cc(CC)sc1NC(=O)c1cccc(N2C(=O)CCC2=O)c1	3	-15	-3	94	0.4	-25	5	18	83
CC(=O)C1=C(O)C(=O)N(CCC(=O)O)C1c1cccc(F)c1 (stereo not drawn)	2	20	-7	100	0.8	7	-8	11	99
COc1cc(SC)ccc1C(=O)Nc1ccc(Br)cn1	-1	9	-2	100	3.2	-2	-8	-3	98
CCn1c(SCC(=O)Nc2ccccc2C)nnc1-c1ccccc1O	0	-2	-4	91	5.0	-10	-2	-30	97
CCOC(=O)CNC(=O)CSc1nc(-c2ccccc2)ns1	0	13	4	112	-1.6	6	-6	-2	113
CCOc1ccc(CCNC(=O)COC(=O)c2ccc(C)s2)cc1OCC	4	-3	1	102	2.0	-37	-5	-23	108
CC(C)CN(C(=O)COC(=O)CCCc1c[nH]c2ccccc12)c1c(N)n(Cc2ccccc2)c(=O)[nH]c1=O	1	8	-4	104	0.1	-39	-12	-12	105
CC(=O)N1CN(S(=O)(=O)c2ccc(C)cc2)CC1C (stereo not drawn)	-6	-9	-13	81	-1.4	-7	-3	23	84
Cc1c(Cl)c(C(=O)NNC(=S)Nc2ccc(F)cc2)nn1C	-2	-29	-2	101	0.2	-3	2	7	95
CC1CCCN(C(C(=O)Nc2ccc3c(c2)OCCO3)c2ccccc2)C1 (stereo not drawn)	1	-30	-5	95	-1.2	0	-4	6	100
O=C(CSc1nnc2scc(-c3ccccc3)n12)c1ccc2c(c1)OCCO2	3	10	1	103	-0.5	-4	4	28	100
O=C(CSc1nnc(COc2ccccc2F)n1-c1ccccc1)NCc1ccco1	1	7	-4	103	-0.7	-31	1	-3	104
COC(=O)/C=C1/N/C(=N\c2nc(C)cc(C)n2)N(c2cccc(C)c2)C1=O	10	-16	0	99	-4.2	-7	-7	-11	103

# Given as labelled records: three of the compounds above.
smiles: C/C(CC(=O)Nc1c(C)cc(C)cc1C)=N\NC(=O)OC(C)(C)C
  MEKK2mut PB1 HTS = -3	UBC9 SUMO inh = -2	GalR3 antagonist = 0	MEKK3 PB1 HTS = 87	CRFR2-BP ag = -1.6	FID counter = -22	HCV NS3 hel inh = 16	CRFR2-BP antag = -6	MEKK2 WT-MEK5 = 88

smiles: CCOCCOC(=O)C1=C(C)NC2=C(C(=O)CC(c3cccs3)C2)C1c1ccsc1 (stereo not drawn)
  MEKK2mut PB1 HTS = 3	UBC9 SUMO inh = 10	GalR3 antagonist = -5	MEKK3 PB1 HTS = 108	CRFR2-BP ag = -2.4	FID counter = -20	HCV NS3 hel inh = 6	CRFR2-BP antag = 3	MEKK2 WT-MEK5 = 104

smiles: O=C1NC(SCCCF)=N/C1=C/c1ccc(-n2cncn2)cc1
  MEKK2mut PB1 HTS = 1	UBC9 SUMO inh = 42	GalR3 antagonist = -5	MEKK3 PB1 HTS = 110	CRFR2-BP ag = -3.4	FID counter = -4	HCV NS3 hel inh = 3	CRFR2-BP antag = 4	MEKK2 WT-MEK5 = 111
